Peg3 prom inh = Peg3 promoter-driven luciferase inhibitors, primary screen, cell-based, HeLa, luciferase luminescence. HeLa PEG-Prom luciferase reporter, overnight. inhibition, % at 20 µM. actives 1.7% (n = 360,000);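 active = inhibition of at least 50% at 20 µM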
m5-HT2A agonist = mouse Htr2a agonists via beta-arrestin recruitment, primary screen, cell-based, luminescence; CHO-K1 mHTR2A beta-arrestin complementation; percent of 30 µM serotonin response; actives 0.66% (n = 360,000); AID 624169, 2012; 5-hydroxytryptamine receptor 2A (Mus musculus), P35363; activation, % at 7.6 µM;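 active = activation above a run cutoff, the mean activation of all tested compounds plus 3 SD, cut at about 14% in these data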;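 note: 0% = plate median of compound wells and 100% = 30 µM serotonin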
MITF TRPM1 inh = inhibitors of MITF-dependent TRPM1 promoter reporter, primary screen, cell-based, SK-MEL-5, single point, luciferase; inhibition, % at 12.5 µM; SK-MEL-5 TRPM1 promoter luciferase, 24 h; AID 488899, 2010; actives 0.83% (n = 330,000);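 active = mean inhibition across replicates of 60% or more, whatever share of single replicates reaches that level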; note: values of inactives mirror those of a sister screen read the other way
HIF-2a inh = HIF-2a reporter inhibitors, primary screen, luminescence, 786-0 RCC cells. inhibition, % at 18.8 µM. actives 0.72% (n = 360,000). 786-0 RCC cells HIF-2a reporter, luciferase luminescence, overnight;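 active = inhibition of the luminescence signal of 40% or more relative to plate controls, in a single-dose primary screen at 18.75 µM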
NR2E3 ag-1 = NR2E3 agonists in two-hybrid cells, primary screen, cell-based, luminescence, CHO-S, Gal4-NCOR/VP16-NR2E3; Photoreceptor-specific nuclear receptor (Homo sapiens), Q9Y5X4; luciferase; inhibition of corepressor binding, % at 3.98 µM; actives 0.35% (n = 360,000); AID 602229, 2012;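 active = inhibition above the mean of all tested compounds plus 3 SD, cut at about 70% in these data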;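 note: 0% = DMSO with NR2E3 transfected cells and 100% = cells lacking NR2E3 construct; higher means lower luciferase signal from less NR2E3 corepressor binding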
Target sequence (Q9Y5X4 whole entry, looked up, the tested form may be a part): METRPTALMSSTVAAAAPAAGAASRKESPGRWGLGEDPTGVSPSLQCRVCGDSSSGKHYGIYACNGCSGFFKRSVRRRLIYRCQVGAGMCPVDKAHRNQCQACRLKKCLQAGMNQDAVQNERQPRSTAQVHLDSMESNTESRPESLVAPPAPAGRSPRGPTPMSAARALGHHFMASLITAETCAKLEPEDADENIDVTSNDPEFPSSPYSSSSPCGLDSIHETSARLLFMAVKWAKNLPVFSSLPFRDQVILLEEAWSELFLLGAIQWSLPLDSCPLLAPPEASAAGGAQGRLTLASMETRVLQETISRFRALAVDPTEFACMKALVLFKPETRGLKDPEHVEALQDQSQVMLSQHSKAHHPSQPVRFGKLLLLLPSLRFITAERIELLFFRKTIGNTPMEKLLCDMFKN
hiPSC survival = enhancers of single-cell hiPSC survival, primary screen, ATPlite luminescence | survival enhancement, % at 20 µM | actives 0.044% (n = 360,000) | 100% = ROCK inhibitor wells, 0% = DMSO; in the data active = survival enhancement above about 18%;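 note: cells exposed to compounds for 16 hours before the ATP read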
NR2E3 ag-2 = inhibitors of NR2E3-RetCOR corepressor binding, primary screen, NR2E3 agonist project, biochemical, TR-FRET, GST-NR2E3, biotin-RetCOR; 1536-well; inhibition of corepressor binding, % at 4.78 µM; AID 2300, 2010; actives 0.12% (n = 320,000);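 active = percent inhibition above the cutoff of mean plus 3 SD of all tested compounds, set per screening campaign, cut at about 20% in these data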;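 note: 0% = DMSO wells and 100% = biotin wells as full block of FRET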
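System: GST-tagged NR2E3 plus biotinylated RetCOR corepressor; Amount: 1.35 nM GST-tagged NR2E3 final; Dosing: single nominal compound dose of 4.8 µM; Schedule: 5 h incubation at 4 °C; Technique: TR-FRET with europium anti-GST and streptavidin-D2, 340 nm excitation; Controls: biotin wells as high control, 0.6% DMSO wells as low control.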
Cardio protect = cardioprotection against H2O2-induced cell death, primary screen, uHTS, H9c2 cells, ATPLite luminescence. H9c2 cardiomyocytes, H2O2 injury protection, 2 h. protection from H2O2 cell death, % at 20 µM. actives 0.63% (n = 360,000);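 active = compounds giving at least 50% protection of heart cells from peroxide-induced death in the single-dose screen, raw or plate-pattern-corrected value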;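 note: 0% = DMSO wells with peroxide and 100% = DMSO wells without peroxide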
CaV13 ICDI inh = Primary screen for inhibitors of IQ motif and Ca2+-dependent inactivation inhibitor domain binding in CACNA1D, Förster resonance energy transfer in living cells, …. HEK cells, CFP/YFP FRET ICDI-IQ, plate reader, 10 min; percent FRET-ratio fall versus neutral wells. inhibition, % at 12.3 µM. actives 0.098% (n = 340,000). AID 743397;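 active = mean replicate inhibition of at least 30% and at least 1% of replicates passing that level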;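 note: 0% = median of the neutral control wells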
Shn3 inh set2 = reduction of Shn3 3'UTR firefly luciferase signal, primary screen, Schnurri-3 inhibitor project, cell-based, Clone20 osteoblasts, set 2. Clone20 osteoblast Shn3 3'UTR firefly luciferase, 24 h. inhibition, % at 12.5 µM. actives 0.52% (n = 360,000);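 active = mean inhibition of at least 75% with every replicate also reaching 75%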;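 note: 0% = median of neutral control wells and 100% = pilot-screen positive control compound; some compounds past the cut are filed as inactive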
PDI turbidity = inhibitors of human PDI, primary screen, biochemical, turbidity, single point, plate reader; Protein disulfide-isomerase (Homo sapiens), P07237; PDI insulin aggregation turbidity, A650, 90 min; inhibition, % at 10 µM; actives 0.052% (n = 350,000); AID 588391, 2011;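 active = mean inhibition across replicates of 30% or more, whatever share of single replicates reach that level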;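 note: absorbance from insulin aggregation driven by PDI reduction with DTT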
Target sequence (P07237 whole entry, looked up): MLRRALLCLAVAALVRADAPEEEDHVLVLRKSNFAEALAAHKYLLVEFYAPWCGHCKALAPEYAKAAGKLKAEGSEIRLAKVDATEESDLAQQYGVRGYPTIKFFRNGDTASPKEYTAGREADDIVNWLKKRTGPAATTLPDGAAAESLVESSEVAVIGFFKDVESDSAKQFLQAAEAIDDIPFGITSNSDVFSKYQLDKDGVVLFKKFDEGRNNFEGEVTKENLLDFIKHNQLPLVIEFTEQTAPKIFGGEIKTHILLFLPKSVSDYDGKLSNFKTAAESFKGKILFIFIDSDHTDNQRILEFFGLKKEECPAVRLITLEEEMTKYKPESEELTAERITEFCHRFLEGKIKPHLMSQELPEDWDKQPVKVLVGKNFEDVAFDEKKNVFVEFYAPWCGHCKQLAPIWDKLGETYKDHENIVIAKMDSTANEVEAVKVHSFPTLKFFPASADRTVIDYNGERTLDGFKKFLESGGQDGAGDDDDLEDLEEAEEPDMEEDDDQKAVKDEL
Active calls of the source: *; . = no result given.

SMILES	Peg3 prom inh	m5-HT2A agonist	MITF TRPM1 inh	HIF-2a inh	NR2E3 ag-1	hiPSC survival	NR2E3 ag-2	Cardio protect	CaV13 ICDI inh	Shn3 inh set2	PDI turbidity
O=C1CCCCC(=O)N(c2ccccc2)c2ccccc21	25.3	-0.9	-6.6	20.6	7.3	-0.1	-4.6	3.2	-5.1	-0.8	-5.8
O=C(NCCS(=O)(=O)NC1CCCCC1)c1ccc2c(c1)OCO2	-24.0	-1.2	0.7	-4.2	-1.4	-0.4	-2.0	-2.1	-5.5	-3.5	0.2
Cc1ccc(C)c(S(=O)(=O)N2CCCCC2CCNC(=O)C(=O)NCc2ccncc2)c1 (configuration not stated)	34.6	5.4	14.7	29.3	36.6	-0.2	-0.7	-4.0	-5.6	18.4	10.7
CC1(C(=O)O)COC(c2ccc(Cl)cc2)OC1 (configuration not stated)	8.2	1.9	-6.2	19.6	-29.9	0.3	1.3	8.3	-1.9	1.3	-1.4
N#Cc1nc(-c2ccco2)oc1N1CCN(Cc2ccccc2)CC1	-8.3	1.6	-0.9	10.2	-24.7	0.5	-2.4	1.2	.	-0.6	-1.1
NC(=O)Cc1nc(-c2ccc(F)cc2)cs1	8.8	0.7	-5.8	2.4	-23.9	0.7	-4.2	3.8	-2.7	-27.7	2.7
COc1ccc(CNC(=O)c2c[nH]c3c(OC)cc(OC)cc3c2=O)cc1	4.1	1.7	-3.2	-2.4	-1.3	-0.1	2.6	6.3	-0.7	3.3	0.6
O=C1C=C(c2ccc3ccccc3c2)C[C@@H](c2ccc(Cl)cc2)C1	-54.6	2.5	-17.8	-83.3	0.0	0.6	3.0	-5.5	-12.2	-0.3	-3.9
O=C1CC(c2ccccc2Cl)CC(O)=C1C=Nc1ccccc1 (configuration not stated)	40.7	-1.8	-1.5	-6.3	-0.1	-2.6	0.5	30.7	-8.5	14.6	-7.1
FC(F)(F)c1cccc(N/N=C/c2ccccc2)c1	-193.7	-1.0	-85.5	-227.0	-11.2	-0.7	2.2	-5.4	-2.2	-22.6	-1.3
O=C(NCc1cccs1)C1CCN(S(=O)(=O)c2ccc(Cl)cc2)CC1	10.2	-6.4	-8.9	15.4	-5.2	0.4	-2.1	-7.3	-1.9	12.7	-2.0
CCOc1cc(/C=N/NC(N)=S)cc(Br)c1OCc1ccccc1C	12.8	11.1	3.3	21.5	-19.9	-3.6	-1.0	3.1	.	30.2	9.3
COc1cc2c(cc1OC)CN(C(=O)/C=C/c1cccc([N+](=O)[O-])c1)CC2	29.8	2.2	10.3	10.0	-13.3	0.1	1.7	9.3	-3.0	-2.9	6.6
CN(C)C(CNc1ncnc2sccc12)c1cccs1 (configuration not stated)	-1.8	2.8	5.8	-3.6	14.3	1.4	3.2	5.5	-2.1	2.2	-3.6
COc1cc(NC(=O)COC(=O)/C=C/c2ccc(Cl)cc2Cl)cc(OC)c1	11.5	0.6	-8.0	-2.7	3.1	-2.7	0.2	-7.4	-4.1	-7.5	-1.5
CC(C)CNC(=O)c1ccccc1-c1ccccc1C(=O)O	6.6	2.9	10.5	8.4	-2.8	-1.9	-3.4	2.7	-3.7	-5.7	1.0
COc1ccc(Nc2ccccc2NC(=O)c2ccccc2Br)cc1	21.1	4.2	0.3	9.2	13.7	-0.3	1.1	-1.5	-4.8	-4.6	-8.6
N#Cc1cnn2c1nc(N1CCOCC1)c1ccccc12	3.0	6.7	25.8	14.5	4.7	0.6	4.6	13.6	-5.2	-2.3	11.2
Nc1nonc1OCCOCCOCCOc1nonc1N	11.2	-2.0	0.1	7.5	6.0	0.5	-0.1	-1.1	-4.0	-1.0	12.4
O=C(Oc1ccccc1/C=C\C(=O)c1cc2ccccc2o1)c1cccc(F)c1	-140.8	-1.5	-12.7	-187.0	-20.8	-2.1	1.3	-10.7	-5.6	28.4	18.9
CC(NC(=O)c1cccc(F)c1)C1CC2CCC1C2 (configuration not stated)	-1.3	-2.7	-1.4	9.8	-2.1	-0.6	-1.1	-7.9	-2.3	19.0	-1.3
O=C(O)c1ccc(NCc2nc3ccccc3n2Cc2ccccc2)cc1	9.8	2.8	-3.6	8.6	12.1	0.3	0.3	8.3	-4.9	16.3	4.8
O=C(C[n+]1cc(-c2ccccc2)n2c1CCCCC2)c1ccc(Cl)cc1	10.1	-3.2	12.4	-21.4	5.8	-0.9	-0.6	-5.7	-14.0	3.1	4.5
CN(C)S(=O)(=O)c1ccc(Cl)c(NC(=O)COC(=O)CNS(=O)(=O)c2c(F)cccc2F)c1	15.1	-2.2	-7.8	2.5	2.8	-0.4	.	8.8	-17.7	5.7	15.5
O=C(NCc1ccco1)C1CC2CCC1C2 (configuration not stated)	-6.9	2.4	10.7	-12.0	8.9	0.6	4.1	-4.4	-9.6	-3.3	2.0

A different layout for some results above:
Sequence of screens: Peg3 prom inh	m5-HT2A agonist	MITF TRPM1 inh	HIF-2a inh	NR2E3 ag-1	hiPSC survival	NR2E3 ag-2	Cardio protect	CaV13 ICDI inh	Shn3 inh set2	PDI turbidity
> O=C1CC(c2ccccc2Cl)CC(O)=C1C=Nc1ccccc1 (configuration not stated)
 : 40.7	-1.8	-1.5	-6.3	-0.1	-2.6	0.5	30.7	-8.5	14.6	-7.1
> FC(F)(F)c1cccc(N/N=C/c2ccccc2)c1
 : -193.7	-1.0	-85.5	-227.0	-11.2	-0.7	2.2	-5.4	-2.2	-22.6	-1.3

Later entries.
SMILES	Peg3 prom inh	m5-HT2A agonist	MITF TRPM1 inh	HIF-2a inh	NR2E3 ag-1	hiPSC survival	NR2E3 ag-2	Cardio protect	CaV13 ICDI inh	Shn3 inh set2	PDI turbidity
Nc1c(C2=NCCO2)nnn1Cc1ccccc1	11.7	0.6	8.0	13.4	20.5	-1.3	7.7	-4.1	-4.8	0.5	7.2
Cc1cccc(N2CC(C(=O)Nc3nnc(SCC(=O)NCC4CCCO4)s3)CC2=O)c1 (configuration not stated)	13.5	0.9	0.4	1.6	-7.3	-0.3	-0.9	-1.2	-7.2	-10.0	-38.5
COCCCNC(=O)C(=O)N/N=C/c1cc2c(cc1Br)OCO2	10.3	3.7	-7.0	7.0	-6.7	-0.8	0.9	2.1	8.4	12.2	-1.2
COc1ccccc1NS(=O)(=O)c1ccc(C)c(NS(=O)(=O)c2cc(NC(C)=O)ccc2OC)c1	8.3	0.1	.	12.5	6.2	-1.7	.	3.3	-19.6	3.0	3.8
O=C(CC1C(=O)NCCN1C/C=C/c1ccccc1)NCCc1cccnc1 (configuration not stated)	-3.5	-1.4	11.2	12.9	-35.5	-0.4	-0.2	11.6	-6.4	2.3	5.9
Cc1c(CCOC(=O)c2ccccc2)sc[n+]1Cc1ccccc1	-1.6	0.1	-5.6	17.7	3.0	-0.3	2.1	-2.4	-3.8	-5.7	5.1
CCC(=O)c1ccc(OCC(=O)OC(C)C(=O)NCc2ccc3c(c2)OCO3)cc1 (configuration not stated)	-24.9	-1.5	-1.8	-1.0	-15.2	-0.4	3.4	-1.3	-5.9	-46.0	-17.9
COc1cc(O)oc1C=Nc1ccc(Oc2ccccc2)cc1	-174.9	0.9	-75.4	-148.1	-2.4	-1.6	0.9	2.4	-4.8	-40.8	-13.3
Cc1c(OC(C)C(=O)N[C@@H](Cc2ccccc2)C(=O)O)ccc2c3c(c(=O)oc12)CCCC3 (some centres not stated)	-7.0	-1.6	9.5	4.0	-23.4	-0.1	1.5	2.1	.	6.9	.
CCOc1ccccc1C(=O)NC(C(=O)OCC(=O)Nc1nnc(-c2ccccc2)o1)C(C)C (configuration not stated)	2.2	1.6	-2.4	14.4	21.8	4.5	-2.6	8.0	.	3.7	0.1
Cc1nc2ccccc2c(=O)n1CCN1CCOCC1	8.1	-0.5	4.8	-20.5	-5.9	0.0	-0.5	2.4	-9.2	-13.4	7.2
CC(=O)NS(=O)(=O)c1ccc(NC(=O)C(Sc2ccccc2)c2ccccc2)cc1 (configuration not stated)	9.5	5.0	11.7	13.7	-33.0	0.5	0.5	6.4	-1.4	-14.6	8.0
BrC(/C=N/Nc1nc(N2CCOCC2)nc(N2CCOCC2)n1)=C/c1ccccc1	8.2	-5.1	-7.1	9.1	14.0	-0.9	-1.6	11.4	.	7.4	7.8
Cc1ccc(/C=C2/CCc3c([nH]c4ccccc34)C2=O)cc1	-202.8	-1.2	-93.9	-229.9	-161.4	0.0	-1.9	-12.1	-4.2	-39.5	-2.9
O=C(NCc1ccccc1)c1cc(S(=O)(=O)N2CCCCC2)ccc1N1CCOCC1	13.7	-5.5	1.5	11.7	-6.2	0.5	-2.9	13.1	-4.8	14.2	3.0
Cc1ccccc1N1CCN(C2CCCN(C(=O)c3ccsc3)C2)CC1 (configuration not stated)	5.7	-8.1	-6.0	-1.8	1.7	0.1	.	0.1	-3.1	10.1	-1.8
O=C(O)c1cccc(NC(CNS(=O)(=O)c2ccc(Cl)cc2)c2ccccc2)c1 (configuration not stated)	10.6	-1.9	7.4	-5.3	-18.0	-1.9	-1.6	1.7	-4.7	-40.0	-1.4
O=C(NCc1ccccc1)C1CCCN(S(=O)(=O)c2cccc3nonc23)C1 (configuration not stated)	-2.1	-0.4	7.1	11.4	13.2	-1.4	-1.1	0.9	-3.1	-10.7	13.7
O=C(COC(=O)c1ccc(Cl)nc1)Nc1ccc(N2CCOCC2)cc1	-4.4	5.8	-6.3	-5.6	0.0	-0.6	.	-11.5	-15.5	-4.8	17.0
CC1Cn2c(nc3sc4c(c3c2=O)CC(C)(C)OC4)N1CCO (configuration not stated)	14.0	9.7	12.3	9.9	-6.0	-0.6	.	5.2	-2.1	-15.5	-4.9
Cc1ccc(-c2cc(C(=O)Nc3ccc(S(=O)(=O)Nc4cc(C)on4)cc3)c3ccccc3n2)c(C)c1	8.6	2.3	0.6	4.6	12.1	1.1	4.1	-16.7	-0.3	-5.5	4.1

Just Cardio protect and NR2E3 ag-2 (five entries from above):
Compound | Cardio protect | NR2E3 ag-2
CCC(=O)c1ccc(OCC(=O)OC(C)C(=O)NCc2ccc3c(c2)OCO3)cc1 (configuration not stated) | -1.3 | 3.4
COc1cc(O)oc1C=Nc1ccc(Oc2ccccc2)cc1 | 2.4 | 0.9
Cc1c(OC(C)C(=O)N[C@@H](Cc2ccccc2)C(=O)O)ccc2c3c(c(=O)oc12)CCCC3 (some centres not stated) | 2.1 | 1.5
CCOc1ccccc1C(=O)NC(C(=O)OCC(=O)Nc1nnc(-c2ccccc2)o1)C(C)C (configuration not stated) | 8.0 | -2.6
Cc1nc2ccccc2c(=O)n1CCN1CCOCC1 | 2.4 | -0.5

Bioassay records as filed in PubChem BioAssay.
